bIAP act: bovine intestinal alkaline phosphatase activators, primary screen, biochemical, bovine IAP, CDP-star luminescence. activation factor at 20 µM. purified bovine IAP, 30 min; active compounds read high; fold of DMSO-control signal, blank-subtracted. 0.17% of 200,000 active;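 active means activation factor of 2 or more at 20 µM, a signal rise over negative controls twice the positive control's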
L major viab: Leishmania major promastigote growth inhibition, primary screen | Leishmania major promastigotes, resazurin fluorescence viability | inhibition, % at 10 µM | 9% of 200,000 active; in the data active means inhibition above about 50%;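 further: promastigotes grown with compound for 44 hours at 28 °C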
bIAP inh: bovine intestinal alkaline phosphatase inhibitors, primary screen, selectivity assay for TNAP inhibitor project, biochemical, bovine IAP, CDP-star luminescence; alkaline phosphatase, intestinal [Bos taurus]; purified bovine IAP, 30 min; inhibition, % at 20 µM; 190,000 tested, under 10 active;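 active means over 50% inhibition of intestinal alkaline phosphatase at 20 µM in the single-dose screen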
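Incubation: 30 min reaction at room temperature / Material: purified bovine intestinal alkaline phosphatase (IAP) enzyme / Input: enzyme at 1/65,000,000 dilution / Dosing: 20 µM single dose / Signal: CDP-star luminescence signal / Reagent: CDP-star chemiluminescent phosphatase substrate, 30 µM final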
PMI act hi M6P: human PMI activators, high substrate, primary screen, biochemical, fluorescence intensity, near-saturating mannose 6-phosphate. AID 1216, 2008. coupled PMI enzyme assay, resazurin fluorescence, 20 min; active compounds read high; 1 = untreated enzyme, 0 = substrate-free blank. Mannose-6-phosphate isomerase (Homo sapiens), P34949. activation factor at 20 µM. 0.34% of 190,000 active;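 active means activation factor of 2 or more at 20 µM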
Target sequence (P34949 whole entry, looked up): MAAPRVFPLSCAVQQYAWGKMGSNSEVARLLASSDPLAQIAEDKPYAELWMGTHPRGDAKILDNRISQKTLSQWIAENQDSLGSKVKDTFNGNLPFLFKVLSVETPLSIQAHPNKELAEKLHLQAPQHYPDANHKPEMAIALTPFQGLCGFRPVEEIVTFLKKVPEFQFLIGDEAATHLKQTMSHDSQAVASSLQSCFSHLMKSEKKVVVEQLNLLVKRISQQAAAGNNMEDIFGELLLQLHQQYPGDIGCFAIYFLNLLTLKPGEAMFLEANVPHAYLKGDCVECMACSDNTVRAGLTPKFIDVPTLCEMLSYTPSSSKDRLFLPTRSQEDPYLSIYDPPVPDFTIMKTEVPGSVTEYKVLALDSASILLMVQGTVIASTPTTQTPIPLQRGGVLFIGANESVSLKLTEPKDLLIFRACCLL
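Test system: human phosphomannose isomerase with PGI, G6PDH, diaphorase coupling enzymes; Amount: PMI at 15 ng/mL final; Reagent: Mannose-6-phosphate 1.0 mM (near-saturating) plus 0.22 mM NADP+; Timing: 20 min, room temperature; Technique: resorufin fluorescence at Ex 544/Em 590 nm; Dosing: 20 µM single dose.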
TNAP inh hiacc: human TNAP enzyme inhibitors, primary screen, biochemical, luminescent, high phosphate acceptor level, uHTS | Alkaline phosphatase, tissue-nonspecific isozyme (Homo sapiens), P05186 | purified TNAP, CDP-star luminescence, 1 M DEA | inhibition, % at 20 µM | 0.03% of 200,000 active;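 active means over 50% inhibition of tissue-nonspecific alkaline phosphatase at 20 µM in the single-dose screen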;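 further: plate controls were DMSO wells for no effect and EDTA-quenched wells as full inhibition for full effect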
Target sequence (P05186 whole entry, looked up): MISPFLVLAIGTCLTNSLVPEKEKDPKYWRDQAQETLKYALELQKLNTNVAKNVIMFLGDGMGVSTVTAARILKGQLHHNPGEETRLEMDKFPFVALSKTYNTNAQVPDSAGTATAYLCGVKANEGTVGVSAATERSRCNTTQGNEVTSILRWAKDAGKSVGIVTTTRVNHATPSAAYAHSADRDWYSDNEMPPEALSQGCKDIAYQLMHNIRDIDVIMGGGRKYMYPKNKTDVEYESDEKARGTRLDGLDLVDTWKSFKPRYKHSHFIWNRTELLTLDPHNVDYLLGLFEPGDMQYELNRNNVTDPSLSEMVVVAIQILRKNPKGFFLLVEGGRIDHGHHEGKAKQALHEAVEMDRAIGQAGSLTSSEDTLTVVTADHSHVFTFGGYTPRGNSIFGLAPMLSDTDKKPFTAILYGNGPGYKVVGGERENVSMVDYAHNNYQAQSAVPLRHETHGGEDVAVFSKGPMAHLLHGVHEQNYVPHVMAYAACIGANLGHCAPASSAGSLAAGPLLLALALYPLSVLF
Diaph act CS: compounds boosting diaphorase resazurin reduction – biochemical, uHTS, resorufin fluorescence, counter-screen for diaphorase-coupled primary assays, primary screen; Diaphorase/resazurin coupled assay, 16 min; active compounds read high; 1 = vehicle wells, 0 = NADH-free wells; activation factor at 20 µM; 0.005% of 190,000 active; AID 1229, 2008;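 active means diaphorase activity raised at least twofold by the compound at 20 µM; inactive means activation factor below 2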
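Assay system: Purified diaphorase enzyme from Clostridium kluyveri | Amount: Enzyme 0.07 U/mL final | Dosing: Compound 20 µM once, DMSO 1% | Timing: 16 min reaction at room temperature | Detection: Fluorescence, excitation 544 nm and emission 590 nm | Evaluation: Higher resorufin formation from activation or reduction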
PMI activator: activators of human PMI, primary screen, biochemical, fluorescence intensity, near-Km mannose 6-phosphate; Mannose-6-phosphate isomerase (Homo sapiens), P34949; 0.005% of 190,000 active; activation factor at 20 µM; purified human PMI, coupled resazurin fluorescence, 20 min; active compounds read high; 1 = vehicle control, 0 substrate-free wells; AID 1214, 2008;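 active means activation factor of 2 or more at 20 µM, relative to plate controls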
Diaphorase inh: diaphorase inhibitors and chemical oxidizers, primary screen, counter-screen for diaphorase-coupled primary assays, biochemical, uHTS, resorufin fluorescence; inhibition, % at 20 µM; diaphorase resazurin-to-resorufin fluorescence, NADH, 16 min; bacterial (C. kluyveri) enzyme, not human; 0.69% of 190,000 active;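 active means primary screen inhibition at 20 µM above a set limit, cut at about 50% in these data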;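 further: plate controls were DMSO with full reaction for no effect and wells lacking NADH for full effect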
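Assay system: diaphorase enzyme from Clostridium kluyveri; Input: enzyme working solution with 0.14 U/mL diaphorase; Timing: 16 min at room temperature; Technique: resorufin fluorescence, excitation 544 nm, emission 590 nm; Benchmarks: positive control minus NADH, DMSO neutral control.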
TNAP inh noacc: human TNAP enzyme inhibitors, primary screen, biochemical, luminescent, no phosphate acceptor, uHTS; Alkaline phosphatase, tissue-nonspecific isozyme (Homo sapiens), P05186; purified TNAP, CDP-star luminescence, 30 min; inhibition, % at 20 µM; 0.26% of 200,000 active; AID 1012, 2008;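 active means tissue-nonspecific alkaline phosphatase inhibition above about 50% at 20 µM in the single-dose screen, limit read from the data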;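 further: 0% = DMSO negative control and 100% = EDTA positive control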
TNAP act hiacc: TNAP activators at high phosphate acceptor level, primary screen, biochemical, luminescence, uHTS | Alkaline phosphatase, tissue-nonspecific isozyme (Homo sapiens), P05186 | purified TNAP, CDP-star luminescence, 1 M DEA, 30 min; active compounds read high; 0 = EDTA background, 1 = DMSO-only activity | activation factor at 20 µM | 200,000 tested, under 10 active;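 active means activation factor at least 2 at 20 µM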
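Measured by: Luminescent substrate turnover signal | Test system: Human TNAP | Input: TNAP 1/800 final | Dosing: 20 µM single point | Schedule: 30 min, room temperature | Controls: EDTA wells as negative control, DMSO wells as positive control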
The depositor's hits bear a star; . = no result given; & = joins results of further samples. An excerpt. The share of hits here may be higher or lower than overall.

SMILES	bIAP act	L major viab	bIAP inh	PMI act hi M6P	TNAP inh hiacc	Diaph act CS	PMI activator	Diaphorase inh	TNAP inh noacc	TNAP act hiacc
CCN(CC)c1ccc(CNCCc2ccc(F)cc2)cc1	0.8	96*	18	1	-5	0.9	1	8	-19	1.1
Cc1ccc2nc(-c3ccncc3)cc(C(=O)N3CCC4(CC3)OCCO4)c2c1	1	-4	1	0.9	0	0.9	0.9	7	-6	1
Cn1ccnc1P(=S)(c1nccn1C)c1nccn1C	0.9	-9	7	1.1	-9	0.9	1.1	12	-7	1.1
O=C(c1ccc2c(c1)OCO2)C1CCCN(Cc2ccccn2)C1 (stereo not given)	1.1	-5	-7	1	-4	1.1	1	-9	-9	1
CC(=NCC1CCCO1)c1c(O)n(-c2ccc(Cl)cc2)c(=O)[nH]c1=O (stereo not given)	0.9	0	12	1	-1	0.9	0.9	6	-6	1
Cc1ccc(/C=C2\C(=O)NC(=S)N(c3ccccc3F)C2=O)s1	0.7	101*	33	1.6	4	0.9	1.2	14	33	1
CC(C)C12CN3CC(C(C)C)(CN(C1)C3c1cccnc1)C2=O (stereo not given)	0.9	5	7	1	1	1	1	4	-4	1
Cc1ccc(-n2nc(C)c3c2NC(=O)CSC3c2ccc3c(c2)OCO3)cc1 (stereo not given)	1	-1	3	0.9	-2	0.8	1	22	6	1
CN(C)C(=O)Oc1c(Cl)cc(Cl)c2cccnc12	1	5	-2	0.8	-3	0.9	0.9	7	-6	1
O=c1[nH]c(=S)[nH]c(O)c1CN1CCCCC1	0.8	-4	23	1	1	0.9	1	10	-13	1
COc1ccc(C(c2c(O)c3ccccc3oc2=O)c2c(C)n(C)n(-c3ccccc3)c2=O)cc1 (stereo not given)	1.3	-9	-34	1	4	0.9	1	14	1	1
COC(=O)c1ccc(CN2CCN(Cc3ccccc3)CC2)cc1	0.9	93*	10	1.1	-9	0.9	1.1	12	-14	1.1
CC(C)c1cccc(C(C)C)c1OCCn1ccnc1	0.9	94*	14	1	-2	0.9	0.9	9	2	1
CCC1(c2ccccc2)C(=O)N(C)C(=O)N(C)C1=O	0.8	-4	18	1	-6	0.9	0.9	13	-11	1.1
CN(C)c1ccc(CN2CC=C(c3ccc(F)cc3)CC2)cc1	0.9	96*	9	1	-10	0.9	1	14	-12	1.1
O=C(c1ccc(Cl)cc1)C1CCCN(Cc2cccc3cccnc23)C1 (stereo not given)	1	83*	-3	1	-4	1.1	1	-11	-6	1
O=C1NCCN2CCCC12 (stereo not given)	0.9	-5	14	1.1	-6	1	1.1	-4	-8	1.1
CC(=O)c1cn(Cc2ccc(C#N)cc2)c2ccccc12	0.9	-10	14	.	-4	.	.	.	-11	1
CCOc1ccccc1NC(=O)N1CCC2(CC1)OCCO2	1	-6	3	0.9	-3	0.8	0.8	21	-2	1
COC1=CC(=O)OC(/C=C/c2ccccc2)C1 (stereo not given)	0.9	-11	11	1.1	-2	1	1.1	3	-9	1
O=C(O)CCn1cc(C=C2C(=O)NC(=O)NC2=O)c(-c2cc3ccccc3oc2=O)n1	1.1	-5	-13	1.1	-2	1	1	-3	-1	1
O=C1/C(=C\c2cc3c(cc2Br)OCO3)N2CCC1CC2	1.1	63*	-10	0.8	3	1	1	2	7	1
CCCCCP(=O)(O)c1ccccc1	0.9	-4	11	1	-3	0.9	1	12	-8	1
COc1ccc(OC)c(NC2=NCCS2)c1	1	-2	0	0.9	-6	0.9	0.9	12	-13	1.1
COc1ccc(C(=O)C2CCCN(Cc3ccccn3)C2)c(OC)c1 (stereo not given)	1.2	-5	-19	.	3	.	.	.	1	1
More entries follow:
SMILES	bIAP act	L major viab	bIAP inh	PMI act hi M6P	TNAP inh hiacc	Diaph act CS	PMI activator	Diaphorase inh	TNAP inh noacc	TNAP act hiacc
Nc1nc(SCCC(F)=C(F)F)n[nH]1	0.9	-4	8	1	-5	0.9	1	8	8	1.1
Cn1c[n+](C)cc1C(O)c1ccccc1 (stereo not given)	1&0.9	-9&-6	2&9	1.2&0.9	0&4	1&1	0.6&1	-1&-1	-15&19	1&1
COP(=O)(CC(=O)O)c1ccccc1 (stereo not given)	0.9	-5	6	1	-2	1	1.1	1	-8	1
CC12CN3CC(C)(CN(C1)C31CCSCC1)C2=O	1.1	-8	-14	1	0	0.8	1.1	18	3	1
CCN1CCN(CC(=O)c2c(C)n(Cc3ccccc3)c3ccc(OC)cc23)CC1	1.1	5	-10	1	-4	0.9	0.8	6	-4	1
CN1CCN(C(=S)SCC(=O)Nc2ccc(Cl)cc2C(=O)c2ccccc2)CC1	0.8	8	25	1	1	0.9	1	9	3	1
O=C1NC(=O)C2(C(=O)N1)C(c1ccc(F)cc1)NC(=S)NC2c1ccc(F)cc1 (stereo not given)	1	-8	5	1.1	-4	0.8	1.1	15	-9	1
CCCCS(=O)(=O)N1CCN(C(=N)N[N+](=O)[O-])CC1	1	-3	0	1	-2	1	1.1	4	-10	1
COc1ccc(OCC(=O)N2CCN(Cc3c[nH]c4ccccc34)CC2)cc1	1.1	-1	-6	0.9	-4	0.8	1	21	0	1
CC(=O)Nc1ccc(OC(=O)N(C)c2ccccc2)cc1	1	-8	1	0.9	4	0.9	0.9	9	-3	1
CCCCn1c(NC(=O)c2ccc(Br)o2)c(C(=O)OCC)c2nc3ccccc3nc21	0.9	11	10	0.4	4	0.8	0.8	25	-8	1
Cc1cccc(NC(=O)C(C)N2CC=C(c3ccccc3)CC2)c1 (stereo not given)	1	4	2	1	-1	0.9	1	12	-10	1
COc1ccc(C(=O)c2nc3ccccc3n2C(C)C)cc1	0.9	51*	10	1	-2	0.9	1	10	3	1
Cc1ccc(-c2nn(Cc3ccccc3)cc2C=O)cc1C	0.6	54*	39	0.9	0	0.8	0.8	17	13	1
CC(=NCCC(c1ccccc1)c1ccccc1)c1c(O)n(C)c(=O)n(C)c1=O	0.9	4	8	1	-7	0.8	0.9	16	-18	1.1
Cc1ccc(CN2C(=O)CN=C(c3ccccc3)c3ccccc32)cc1	1.1	57*	-7	1	-2	1	0.9	3	0	1
COc1ccc(C)cc1NC1=NC(C)(C)CS1	1	20	4	1.1	-6	1	1.1	-2	-13	1.1
CCC(C)n1c(O)c(/C=N/Nc2ccccc2)c(=O)[nH]c1=S (stereo not given)	0.9	81*	12	2.7*	11	0.9	1.7	11	-8	0.9
Cc1oc(-c2ccccc2)nc1CN1C(=O)C(C)N=C(c2ccccc2F)c2cc(Cl)ccc21 (stereo not given)	0.9	94*	15	0.9	-6	0.7	0.9	26	-6	1.1
O=C(O)CCn1cc(C=C2C(=O)NC(=S)NC2=O)c(-c2ccccc2)n1	0.9	-3	7	1.1	-2	0.8	0.4	23	-2	1
O=C(O)C(Cc1cnc[nH]1)NS(=O)(=O)c1ccc(Cl)cc1 (stereo not given)	0.9	49	11	0.9	-3	0.9	0.8	7	-15	1
O=c1[nH]c2ccccc2o1	0.9	10	5	1.1	-4	1.1	1.1	-12	1	1
Cc1ncc(CN2CCCC(C(=O)c3cccc(OC(C)C)c3)C2)s1 (stereo not given)	1	89*	3	1	-5	0.7	1	28	-10	1.1
Cc1cccc(-n2c(O)c(C=Nc3ccc(Br)cn3)c(=O)[nH]c2=O)c1	1	3	-4	.	2	.	.	.	-57	1
CNC(=O)OCCc1nccn1C	1	47	-4	1	-2	0.9	0.9	7	-8	1

Profiles as entered above:
CCCCn1c(NC(=O)c2ccc(Br)o2)c(C(=O)OCC)c2nc3ccccc3nc21 reads bIAP act = 0.9; L major viab = 11; bIAP inh = 10; PMI act hi M6P = 0.4; TNAP inh hiacc = 4; Diaph act CS = 0.8; PMI activator = 0.8; Diaphorase inh = 25; TNAP inh noacc = -8; TNAP act hiacc = 1
Cc1cccc(-n2c(O)c(C=Nc3ccc(Br)cn3)c(=O)[nH]c2=O)c1 reads bIAP act = 1; L major viab = 3; bIAP inh = -4; PMI act hi M6P = .; TNAP inh hiacc = 2; Diaph act CS = .; PMI activator = .; Diaphorase inh = .; TNAP inh noacc = -57; TNAP act hiacc = 1

As entered above:
CNC(=O)OCCc1nccn1C @ PMI act hi M6P: 1
CCC1(c2ccccc2)C(=O)N(C)C(=O)N(C)C1=O @ TNAP inh noacc: -11

Going on with the list:
SMILES	bIAP act	L major viab	bIAP inh	PMI act hi M6P	TNAP inh hiacc	Diaph act CS	PMI activator	Diaphorase inh	TNAP inh noacc	TNAP act hiacc
Cc1cccc(-n2c(O)c(/C=N/Nc3nc4c(c(=O)n(C)c(=O)n4C)n3C)c(=O)[nH]c2=S)c1	1.2	-9	-15	0.9	10	0.6	0.6	39	-38	0.9
O=c1[nH]c(=O)n(C2CCCCCC2)c(O)c1C=NCCCN1CCOCC1	1	89*	-1	1	-12	0.8	1	22	-5	1.1
CN(C)C(CNC(=O)Cc1c(Cl)cccc1Cl)c1ccccc1 (stereo not given)	1.1	7	-14	1	-6	1	1	2	-5	1.1
Cc1ccccc1-n1c(-c2ccco2)nc2ccccc2c1=O	0.9	4	10	1	-4	0.9	1	14	-12	1
CC(C)COP(=O)(OCC(C)C)C(O)c1cccnc1 (stereo not given)	1	15	0	1.1	-5	0.8	1.1	15	-3	1
Cc1ccc(C2N(c3cc(C)on3)C(=O)C3CCCN32)cc1 (stereo not given)	1	0	-3	1	0	0.9	1.1	11	3	1
Cc1ccc2c(c1)C(c1ccccc1)NCC(=O)N2 (stereo not given)	0.9	-6	7	1.1	-5	1	1	5	-14	1.1
CC(=O)Nc1cc(C(=O)N2CCC3(CC2)OCCO3)ccc1S(=O)(=O)c1ccc(Cl)cc1	0.9	-8	6	1	-6	0.9	1	15	-19	1.1
O=C1N=c2ccccc2=C/C1=C\c1c(O)[nH]c(=S)[nH]c1=O	0.9	-1	11	2.1*	-4	0.8	1.5	20	-2	1
